High-throughput results from PubChem BioAssay.
D2 antagonist = HTS Assay for Allosteric Antagonists of the Human D2 Dopamine Receptor: Primary Screen for Antagonists | D(2) dopamine receptor (Homo sapiens), P14416 | inhibition, % at 10 µM | 340,000 compounds, 2% hits | HEK293 TREx D2 cells, calcium flux, dopamine EC80; in the data active means inhibition above about 30%; further: 0% is about no effect
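HEK293 T-REx D2 cells, tet-induced, calcium dye no-wash. Cpd pintool add, 180 s kinetic, then EC80 DA, 180 s kinetic. Ca flux read.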
TRHR ag = qHTS for Small Molecule Agonists and Allosteric Enhancers of Human TRH Receptor: Primary Screen for Agonists | 360,000 compounds, 0.18% hits | Thyrotropin-releasing hormone receptor (Homo sapiens), P34981 | TRHR cells, calcium flux fluo-8, FDSS agonist mode | AID 493084, 2011 | activation, % at 2 µM; in the data active means activation above about 30%; further: 0% is about no effect
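Read-out: compound-evoked intracellular calcium rise in TRHR cells, fluo-8 dye, kinetic FDSS fluorescence at 1 s/cycle following a 10-cycle baseline. Cells cultured overnight before dye loading (30 min–1.5 h, RT).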
PI4K2A inh = qHTS for small molecular inhibitors of PI4K2A; Phosphatidylinositol 4-kinase type 2-alpha (Homo sapiens), Q9BTU6; purified PI4K2A, ADP-Glo luminescence, 1 h; stronger effect = lower value; activity change, negative = inhibition, % at 76.9 µM; 420,000 compounds, 0.13% hits; in the data active means activity change below about -50%; inconclusive means mostly about -30% to -49%;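 further: -100% = wells without enzyme as full effect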
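ADP-Glo luminescence measured ADP generated by PI4K2A enzyme (4 ug/mL before mixing) with 1.2 mM PI substrate (pre-mix) and 300 microM ATP (pre-mix). Tris pH7.5 buffer with MgCl2, Triton X-100; 1 h reaction at ambient temperature.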
TrxR1 inh = qHTS Assay for Inhibitors of Mammalian Selenoprotein Thioredoxin Reductase 1 (TrxR1): qHTS; recombinant rTrxR1, NADPH fluorescence consumption, selenite substrate; Potency, µM (titrated, usually from 114 µM), for inactives: at the highest dose activity change, negative = inhibition, most hits filed as inhibitors; AID 588453, 2011; 390,000 compounds, 1% hits; further: potency means the concentration at half of the fitted maximal effect; on the % scale 0 is the no-effect control and ±100 the full control effect; nearly all actives have a fitted effect of over 65% in size
Target sequence (O89049 whole entry, looked up): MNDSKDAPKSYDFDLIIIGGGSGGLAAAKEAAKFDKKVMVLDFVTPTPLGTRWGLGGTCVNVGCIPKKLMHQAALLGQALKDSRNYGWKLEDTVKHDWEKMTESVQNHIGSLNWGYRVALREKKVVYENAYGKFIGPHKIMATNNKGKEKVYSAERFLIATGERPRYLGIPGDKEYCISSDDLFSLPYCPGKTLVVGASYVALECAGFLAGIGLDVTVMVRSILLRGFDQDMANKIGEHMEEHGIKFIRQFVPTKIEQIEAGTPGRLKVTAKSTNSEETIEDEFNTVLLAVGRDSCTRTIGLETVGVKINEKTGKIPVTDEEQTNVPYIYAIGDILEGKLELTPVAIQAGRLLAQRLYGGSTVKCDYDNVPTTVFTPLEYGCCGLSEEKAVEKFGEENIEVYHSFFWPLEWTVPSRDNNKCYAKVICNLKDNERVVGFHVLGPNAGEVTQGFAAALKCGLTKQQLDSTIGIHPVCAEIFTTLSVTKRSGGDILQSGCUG
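Rat TrxR1 (90 nM in the dispensed reagent) was pre-reduced with 400 uM NADPH for 5 min at room temperature, then incubated with compound for 15 min. After 400 uM selenite was added, NADPH fluorescence (Ex 340/Em 450 nm) was followed for 8 min.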
USP1-UAF1 inh = Inhibitors of USP1/UAF1: Primary Screen; Ubiquitin carboxyl-terminal hydrolase 1 (Homo sapiens), O94782; recombinant USP1/UAF1, Ub-Rhodamine cleavage fluorescence; Potency, µM (series often up to 57.1 µM), for the others: at the highest dose activity change, negative = inhibition, actives largely listed as inhibitors; 390,000 compounds, 0.23% hits; further: potency means the concentration at half of the fitted maximal effect; on the % scale 0 is the no-effect control and ±100 the full control effect; nearly all actives have a fitted effect of over 60% in size; inactives centre near -12
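USP1/UAF1 complex (1 nM) preincubated 15 min at room temperature with compound, then Ub-Rho substrate (150 nM final) added. Kinetic fluorescence at 480/540 nm over 6 reads at 60 s intervals; 50 mM HEPES pH 7.8, 0.5 mM EDTA, 0.1 mg/ml BSA, 1 mM TCEP, 0.01% Tween-20.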
TRHR enhancer = qHTS for Small Molecule Agonists and Allosteric Enhancers of Human TRH Receptor: Primary Screen for Enhancers. Thyrotropin-releasing hormone receptor (Homo sapiens), P34981. TRHR cells, fluo-8 calcium fluorescence, EC20 TRH enhancement. enhancement, % at 2 µM. 360,000 compounds, 0.66% hits; in the data active means enhancement above about 30%; further: 0% is about no effect
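Enhancer read-out: after compound pinning and an initial kinetic agonist-mode read, an EC20 of TRH (10 nM final) was injected and fluo-8 calcium signal (Ex 480/Em 530) followed at 1 s/cycle for 100 cycles in TRHR-expressing cells.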
D2 agonist = HTS Assay for Allosteric Agonists of the Human D2 Dopamine Receptor: Primary Screen for Agonists | AID 485358, 2010 | activation, % at 2 µM | D(2) dopamine receptor (Homo sapiens), P14416 | 340,000 compounds, 0.53% hits | HEK293 T-REx D2 cells, calcium flux agonist mode;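 active means activation over 3 SD above normal in the single-dose calcium agonist read, cut at about 30% in these data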; further: 0% is about no effect
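Tetracycline-induced HEK293 Trex cells with D2 receptor force-coupled to calcium signaling, plated overnight at 30 C and loaded with no-wash calcium dye. Calcium flux read kinetically for 180 s after compound addition; responses flag agonists.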
IDH1 R132H inh = qHTS for Inhibitors of mutant isocitrate dehydrogenase 1 (IDH1): qHTS; 390,000 compounds, 0.093% hits; IDH1-R132H enzyme, NADPH consumption, diaphorase/resazurin fluorescence; Potency, µM (highest dose often 76.6 µM), without a hit: top-dose activity change, negative = inhibition, most hits filed as inhibitors; further: potency means the concentration at half of the fitted maximal effect; on the % scale 0 is the no-effect control and ±100 the full control effect; nearly all actives have a fitted effect of over 65% in size
Target sequence (O75874 whole entry R132H, stated change not applied): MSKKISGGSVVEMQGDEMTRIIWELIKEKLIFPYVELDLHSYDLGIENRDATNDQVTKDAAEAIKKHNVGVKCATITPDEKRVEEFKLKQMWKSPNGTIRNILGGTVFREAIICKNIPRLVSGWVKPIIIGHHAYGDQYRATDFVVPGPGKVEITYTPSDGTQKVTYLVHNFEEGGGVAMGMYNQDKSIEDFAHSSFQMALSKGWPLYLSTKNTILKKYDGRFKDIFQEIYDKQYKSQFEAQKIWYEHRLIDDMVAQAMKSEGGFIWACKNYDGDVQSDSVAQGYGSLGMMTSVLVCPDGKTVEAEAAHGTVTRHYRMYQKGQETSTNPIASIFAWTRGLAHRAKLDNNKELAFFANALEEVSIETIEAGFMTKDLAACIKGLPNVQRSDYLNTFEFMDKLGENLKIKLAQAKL
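IDH1-R132H (0.5 ug/mL) preincubated 30 min with compound, then NADPH (0.016 mM) and alpha-KG (2 mM) added; 80 min at RT, pH 7.5. Remaining NADPH coupled via diaphorase/resazurin to fluorescence (540/590 nm); concentration-response curves normalized to no-enzyme control.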
TrxR1 substrate = qHTS Assay for Substrates of Mammalian Selenoprotein Thioredoxin Reductase 1 (TrxR1): qHTS. Thioredoxin reductase 1, cytoplasmic (Rattus norvegicus), O89049. purified TrxR1 substrate turnover, NADPH consumption readout. Potency, µM (highest dose often 114 µM), without a hit: at the highest dose activity change, negative = substrate turnover. 390,000 compounds, 0.01% hits. AID 588456, 2011; further: potency means the concentration at half of the fitted maximal effect; on the % scale 0 is the no-effect control and ±100 the full control effect; nearly all actives have a fitted effect of over 50% in size
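Rat TrxR1, dispensed at 90 nM, was prereduced with 400 uM NADPH (final) for 5 min at ~22 deg C, then incubated with compound 15 min before 400 uM selenite. A first-read NADPH fluorescence drop versus no-compound background flagged substrates.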
Numbers without * were called inactive; u = inconclusive; x = no result given; [ ] = dose if it differs, or a comment. Unless noted, the call rests on the fitted dose curve; in most records, active means well fitted inhibition curve with a large enough effect; inconclusive means small, poorly fitted or top-dose-only effect; inactive means no such curve, though single readings can be large or run the other way. Compounds as they come. Share with any hit: about 3.9%.

nr	Molecule	D2 antagonist	TRHR ag	PI4K2A inh	TrxR1 inh	USP1-UAF1 inh	TRHR enhancer	D2 agonist	IDH1 R132H inh	TrxR1 substrate
1	C=CCn1c(=NC(=O)C2CC2)sc2cc(NC(C)=O)ccc21	4	-0.1	3	50%[activator]	-8%	-13	-1.2	13%	33%[activator]
2	CN1C(=O)c2ccc(NC(=O)c3c(F)c(F)c(F)c(F)c3F)cc2C1=O	0	1.4	1	6%	-12%	-13	0.5	2%	12%
3	CC1(C(=O)O)COC(c2ccc([N+](=O)[O-])cc2)OC1 (stereo unspecified)	-3	0.2	0	2%	-3%	0	-0.1	-1%	2%
4	O=C(COCc1cc(-c2ccco2)on1)Nc1cc(Cl)ccc1O	x	0.9	0	-31%	-6%	-3	-0.7	-5%	-5%
5	CCC(C(=O)Nc1nc(C)cs1)c1ccccc1 (stereo unspecified)	13	0.5	-2	18%[57.1 µM]	-17%	-2	1.4	2%	10%[57.1 µM]
6	CCOC(=O)N1CCC(NC(=O)C2CCCN(S(C)(=O)=O)C2)CC1 (stereo unspecified)	1	0.4	4	20%	u	9	1.4	2%	-7%
7	Cc1ccc(NC(=O)Cn2nnc(-c3nc(-c4ccc(Cl)cc4)no3)c2N)cc1C	x	0.7	-2	21%	-23%	10	0.9	-12%	3%
8	CSCCC(NC(=O)c1ccccc1)C(=O)N1CC(C)OC(C)C1 (stereo unspecified)	x	-0.1	0	-3%	-13%	-6	x	-3%	-1%
9	CCCCOc1ncnc2c1[nH]c1ccc(C)cc12	-3	0.0	-1	21%	-22%	2	0.1	4%	11%
10	COC(=O)c1cc(NC(=O)c2c(C)noc2C)ccc1N1CCOCC1	0	0.5	0	5%	-23%	2	0.2	-4%	-2%
11	Cc1ccc(S(=O)(=O)Nc2cccc(Cl)c2)cc1NC(=O)c1cccnc1	-10	0.5	-6	12%	-12%	3	0.0	-9%	-4%
12	Cc1c(-c2ccccc2)[n+](=O)c(-c2ccc(Cl)cc2)c(C)n1[O-]	-9	0.0	1	14%[57.1 µM]	-12%	-9	1.4	-9%	3%[57.1 µM]
13	O=c1c2cc(Br)ccc2[nH]c(=S)n1Cc1ccccc1	-10	0.6	0	13%	-26%	-5	-0.1	-6%	-3%
14	CC(=O)Nc1ccc(C(=O)OCC(=O)NC2CCCCCCC2)cc1	3	0.3	-1	17%[57.1 µM]	-2%	-2	0.4	8%	11%[57.1 µM]
15	CCNC(=O)/C(C#N)=C/c1c(N2CCCCCC2)nc2ccccn2c1=O	-12	0.0	-4	4%	-11%	6	0.3	-4%	-3%
16	Cc1ccc(S(=O)(=O)CCC(=O)OCC(=O)N2CCN(S(=O)(=O)c3ccc(Cl)cc3)CC2)cc1	-6	-0.7	-2	4%	-18%	-6	-1.8	1%	-4%
17	CNC(=O)c1csc(Cc2c(Cl)sc3ccc(Cl)cc23)n1	6	0.7	1	8%	-22%	0	-1.0	-14%	-3%
18	Cc1ccc(C(=O)Nc2ccc(C)c(S(=O)(=O)N3CCOCC3)c2)c(C)c1	6	-0.4	-3	41%[activator]	-16%	5	0.1	0%	8%
19	CCC(C(=O)NCc1ccccc1)n1nc(C)c2sc3ccccc3c2c1=O (stereo unspecified)	x	0.5	-4	25%	-6%	0	-0.1	0%	11%
20	COC(=O)c1cccc(NC(=O)CSc2nc(C)cc(=O)[nH]2)c1	-3	-1.3	-1	-5%	-3%	37*	-0.8	0%	6%[57.1 µM]
21	Cc1ccc(C(=O)NC(=S)Nc2ccc(N3CCN(C(=O)c4ccco4)CC3)cc2)cc1	5	0.1	8	u	-3%	4	0.3	2%	-13%
22	Cc1ccc(NC(=O)CN2C(=O)c3ccccc3C2=O)cc1	-5	0.3	-3	12%[57.1 µM]	-4%	40*	-0.3	15%	6%[57.1 µM]
23	CC1CCN(S(=O)(=O)c2ccc(NC(=O)CN3CCN(C)CC3)cc2)CC1	12	0.7	12	0%[11.4 µM]	-3%	-2	0.4	-3%	3%[11.4 µM]
24	COc1cc(NC(=O)c2ccccc2C)c(OC)cc1NC(=O)CN1CCOCC1	-4	0.1	-6	-3%[57.1 µM]	-27%	-11	-0.2	-1%	-1%[57.1 µM]
25	O=C(Cn1cc(C(F)(F)F)ccc1=O)N/N=C/c1ccc(Cl)cc1	5	0.1	2	14%[57.1 µM]	0%	1	0.8	13%	-12%[57.1 µM]
26	COc1cccc(C(=O)/C=C/c2ccc(SC)cc2)c1	-6	0.6	25	7%	-9%	-1	0.7	2%	4%
27	O=C1CN(S(=O)(=O)c2ccccc2)CCN1S(=O)(=O)c1ccccc1	-3	0.2	-7	30%	-6%	-3	2.4	12%	15%
28	Nc1ccc(C(O)(C(F)(F)F)C(F)(F)F)cc1	15	0.1	-4	0%[57.1 µM]	1%	-3	-0.7	4%	2%[57.1 µM]
29	COc1cc(/C=C2/CCCC(C(=O)C(F)(F)F)=C2O)ccc1O	10	1.8	2	u	-21%	-1	1.6	-13%	0%
30	CC(=O)c1ccc(NC(=O)CSc2ccc3nnc(-c4ccccn4)n3n2)cc1	3	-0.1	-7	13%	-19%	2	-0.8	3%	-2%
31	Cc1cc(C)c(NC(=O)c2cccc(NC(=O)c3ccco3)c2)c(C)c1	-17	-0.3	-7	-13%	-9%	7	0.2	1%	4%
32	O=C(Nc1ccc(N2CCCC2)cc1)c1cc(Br)ccc1Cl	6	-0.6	-4	30%	-15%	8	1.3	0%	3%
33	O=C(Nc1ccc2oc(-c3ccc4ccccc4c3)nc2c1)c1ccccc1F	x	2.2	2	34%[11.4 µM]	1%	-4	x	4%	6%
34	CC(=O)CC1=NC(C)(C)Cc2ccccc21	-19	0.0	-18	-3%[57.1 µM]	-3%	-4	-0.1	6%	-3%[57.1 µM]
35	Cc1ccc(NC(=O)CSc2nc3ccc(NC(=O)c4ccco4)cc3s2)cc1	x	0.6	-8	20%	-24%	-5	-0.8	1%	32%
36	Cn1c(SCCC#N)nnc1-c1ccccc1F	-6	0.4	-2	-4%[57.1 µM]	-16%	-6	-2.2	-2%	-3%
37	O=C(CN1CCOCC1)NN=C(c1ccccc1)c1ccccc1	-3	0.7	4	-4%[57.1 µM]	-16%	-4	0.3	4%	2%[57.1 µM]
38	CCn1c(CN2CCC(C)CC2)nc2cc(NC(=O)c3cccc([N+](=O)[O-])c3)ccc21	x	-0.6	5	11%	u	2	0.7	-14%	-9%
39	Cc1cc(/C=N/NC(=O)C(O)(c2ccccc2)c2ccccc2)c(C)n1-c1ccccc1	2	-0.5	1	12%	-8%	0	1.1	16%	-6%

In the list so far, these have a cyano group:
nr	Molecule	D2 antagonist	TRHR ag	PI4K2A inh	TrxR1 inh	USP1-UAF1 inh	TRHR enhancer	D2 agonist	IDH1 R132H inh	TrxR1 substrate
15	CCNC(=O)/C(C#N)=C/c1c(N2CCCCCC2)nc2ccccn2c1=O	-12	0.0	-4	4%	-11%	6	0.3	-4%	-3%
36	Cn1c(SCCC#N)nnc1-c1ccccc1F	-6	0.4	-2	-4%[57.1 µM]	-16%	-6	-2.2	-2%	-3%

2 of these compounds, reformatted:
[30] CC(=O)c1ccc(NC(=O)CSc2ccc3nnc(-c4ccccn4)n3n2)cc1
  D2 antagonist: 3	TRHR ag: -0.1	PI4K2A inh: -7	TrxR1 inh: 13%	USP1-UAF1 inh: -19%	TRHR enhancer: 2	D2 agonist: -0.8	IDH1 R132H inh: 3%	TrxR1 substrate: -2%

[31] Cc1cc(C)c(NC(=O)c2cccc(NC(=O)c3ccco3)c2)c(C)c1
  D2 antagonist: -17	TRHR ag: -0.3	PI4K2A inh: -7	TrxR1 inh: -13%	USP1-UAF1 inh: -9%	TRHR enhancer: 7	D2 agonist: 0.2	IDH1 R132H inh: 1%	TrxR1 substrate: 4%
